# hERG WT inh = blocks the wildtype human KCNH2 potassium channel. Q12809. U2OS, BacMam KCNH2, thallium flux FluxOr; stronger effect = lower value. activity change, % at 1.84 µM. 340,000 compounds, 0.37% hits. AID 720551;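 active = maximum activity change below -70%; inconclusive = maximum activity change between -70% and -50%; inactive = maximum activity change above -50%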; also: % is scaled to controls: 0 for no effect and ±100 for the full control effect
#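 U2OS cells transduced with wild-type KCNH2 virus are loaded with FluxOr dye for 45 min, and thallium flux is measured in kinetic reads before and after stimulation buffer. Rate constants are normalized to DMSO controls.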
# Chronic BCR inh = blocks chronic active B-cell receptor signaling | Potency, µM (highest dose often 46.1 µM), for the others: at the highest dose ratio change, negative = lower green/red ratio, usual class: inhibitors | 340,000 compounds, 0.05% hits | ABC-DLBCL IkBa-CBG/CBR reporter, luminescence ratio, 4 h | AID 493014; active = well fitted inhibition curve with a large enough effect in the signal ratio, with a control signal flat, not every such curve was filed as active; inconclusive = small, poorly fitted or top-dose-only effect, or effect the other way, or a change in a side signal; the % refers to the signal ratio;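 also: potency is read from the fitted curve at half-maximal effect; plate controls were basal doxycycline-induced cells for no effect and cells given 10 µM MG132 for full effect; MG132 reads +100%, hits lower the ratio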
#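 Concentration-response series (up to 46 uM) were applied to TMD8 dual-reporter cells for 4 h at 37C with doxycycline. Green/red ratio, after filter-overlap correction, defined %Activity; red signal alone was normalised to basal cells and zero luminescence.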
# GALK inhibitor = blocks human galactokinase activity. Potency, µM (doses to about 57.5 µM), without a hit: top-dose activity change, negative = inhibition, usual class: inhibitors. AID 1868. 270,000 compounds, 0.007% hits. Purified GALK, Kinase-Glo residual ATP luminescence; also: potency is read from the fitted curve at half-maximal effect; % is scaled to controls: 0 for no effect and ±100 for the full control effect
#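 The enzyme phosphorylates galactose (100 uM) using ATP (35 uM); inhibition is detected as higher residual ATP, quantified by bioluminescence after 1 h reaction at room temperature, pH 8.0.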
# TSHR antagonist = blocks TSH signaling through the human TSH receptor; TSHR-expressing cells, TSH-stimulated cAMP HTRF, 2 h; stronger effect = lower value; activity change, negative = inhibition, % at 11.5 µM; 330,000 compounds, 0.2% hits; AID 504810;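 active = activity change below a set negative limit, meaning inhibition stronger than a set level, cut at about -70% in these data; inconclusive = activity change between two set negative limits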; also: % is scaled to controls: 0 for no effect and ±100 for the full control effect
#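 TSHR-expressing cells were treated with compounds, then stimulated with TSH at EC80 (4nM final) for 2 hours at 37 deg C. Cellular cAMP was measured by HTRF competition between lysate cAMP and cAMP-d2 for a cryptate-labelled anti-cAMP antibody.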
# TCR act = activates T cell receptor signaling | primary human leukocytes, anti-CD3, IL-2 HTRF, 48 h | Potency, µM (series often up to 9.22 µM), without a hit: at the highest dose activation of IL-2 secretion, hits mostly activators | 330,000 tested, under 10 active | AID 504894; also: % of control where 0% means no effect
#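 Primary human leukocytes incubated 48 hr with anti-CD3 beads plus compound, without co-stimulation. Secreted IL-2 measured by HTRF (europium cryptate/d2 anti-IL-2 pair, 320 nm excitation, 665 nm emission).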
# A-T KAP1 phos = potential ataxia-telangiectasia treatment | […] A-T fibroblasts, KAP-1 phosphorylation AlphaLISA; neocarzinostatin DNA damage 30 min before lysis | 320,000 compounds, 0.19% hits | Potency, µM (top dose mostly 57.5 µM), for the others: top-dose activation, usual class: activators; also: potency is read from the fitted curve at half-maximal effect; % of control where 0% means no effect; nearly all actives have a fitted effect of over 45% in size
#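 hTERT-immortalized A-T patient fibroblasts ([…]), 500 cells/well in OPTI-MEM, 1% FBS, got compounds for 60 min, then NCS for 30 min at 37C. Lysates were then assayed for phospho-KAP-1 by AlphaLISA (anti-pKAP1 donor, anti-KAP1 acceptor beads), 6 hr at 25C.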
# MLL CXXC-DNA inh = inhibitors of human MLL CXXC domain-DNA interaction | Q03164 | MLL-CXXC / FITC-HOXA9 DNA fluorescence polarization | Potency, µM (top dose mostly 115 µM), for inactives: at the top dose activity change, negative = inhibition, hits mostly inhibitors | 290,000 compounds, 0.037% hits; active = well fitted inhibition curve with a large enough effect in the polarisation, with a control signal flat, not every such curve was filed as active; inconclusive = small, poorly fitted or top-dose-only effect, or effect the other way, or a change in a side signal; inactive = no such curve, though single readings can be large or run the other way; the % refers to the polarisation; also: potency is read from the fitted curve at half-maximal effect
#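 Purified MLL-CXXC (added from a 7 uM solution) was preincubated 5 min at ambient with pinned compounds in 50 mM Tris-HCl pH 7.5, 50 mM NaCl, 1 mM DTT, 0.05% BSA. Fluorescein-labeled HOX-A9 DNA (50 nM solution) followed, 30 min, then polarization read.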
# Tb PFK block = blocks T. brucei phosphofructokinase; 330,000 compounds, 0.17% hits; Potency, µM (highest dose often 57.5 µM), inactives show at the top dose activity, negative = inhibition, usual class: inhibitors; AID 485367; O15648; T. brucei PFK, ADP-Glo luminescence;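 also: potency is read from the fitted curve at half-maximal effect; 0% = uninhibited 1x PFK enzyme wells and -100% = no-enzyme wells; nearly all actives have a fitted effect of over 60% in size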
#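 ADP-Glo luminescence quantified ADP after 45 min at room temperature, with 1.25 nM T. brucei PFK, 0.1 mM ATP and 0.5 mM fructose-6-phosphate in pH 8.0 TEA buffer. qHTS titrations up to 57 µM; curves classified by quality.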
# Giardia kill = kills Giardia lamblia. Giardia lamblia trophozoite viability. 340,000 compounds, 0.15% hits. activity change, % at 7.66 µM, hits read low; in the data active = activity change below about -80%; inconclusive = between about -30% and that limit;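 also: parasites exposed to compound for two days anaerobically before the ATP read; % is scaled to controls: 0 for no effect and ±100 for the full control effect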
#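 Trophozoite viability was measured as ATP-dependent luminescence, read 15-30 min after reagent addition. Before that, parasites at 100 cells/well were exposed to compounds for 48 h, anaerobically, at 37 deg C.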
# Coupling enz = counter-screen for Giardia aldolase inhibitors: coupling enzyme system. AID 2472. coupling enzyme system counterscreen, AmpLite Red fluorescence. 290,000 compounds, 0.67% hits. activity change, negative = inhibition, % at 58.2 µM, hits read low; in the data active = activity change below about -30%; also: % is scaled to controls: 0 for no effect and ±100 for the full control effect
#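 Final compound at 57.5 uM, incubated 10 min at RT with coupling enzyme reagent (glyceraldehyde-3-phosphate), then 20 min with substrate and AmpLite Red detection. Fluorescence read at 525/598 nm; tests interference with the coupling assay, not aldolase inhibition.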
# An asterisk follows results filed as active; ? = inconclusive; · = not tested or not shown; [ ] = remark or other dose. Unless noted, calls follow the shape of the dose curve; as a rule, active = well fitted curve in the direction sought with a large enough effect; inconclusive = small, poorly fitted or top-dose-only effect, or another doubt; inactive = no such curve, though single readings can be large; an effect the other way counts as inactive or inconclusive.
SMILES,hERG WT inh,Chronic BCR inh,GALK inhibitor,TSHR antagonist,TCR act,A-T KAP1 phos,MLL CXXC-DNA inh,Tb PFK block,Giardia kill,Coupling enz
CCOC(=O)C1=C(C)N(C[C@@H]2CC[C@@H](Cc3ccc(-c4ccccc4)cc3)O2)C(=O)NC1c1ccc([N+](=O)[O-])cc1 (stereo partly drawn),-8,0%,·,-15,-2%[46.1 µM],3%,·,5%,5,·
CN(C)c1ccc(C(=S)N2CCN(c3ccccc3)CC2)cc1,-3,2%,-1%,-19,18%,2%,-7%,2%,20,-1
C=CCc1ccccc1OCC(O)CN1CCN(CCO)CC1 (stereo not drawn),2,0%,4%,4,-3%,10%,13%,4%,29,0
O=C(COC(=O)c1ccc[n+]([O-])c1)Nc1ccccc1OC(F)F,-3,1%,·,0,2%[46.1 µM],15%,·,1%,-3,·
CCc1ccc(N(C(=O)Cn2nnc(-c3ccccc3)n2)C(C(=O)NC2CCCCC2)c2ccccn2)cc1 (stereo not drawn),12,?,·,-26,5%[46.1 µM],·,-8%,1%,-24,2
CCOC(=O)CN1C(=O)N[C@@H](c2cccc(F)c2)C(C(C)=O)=C1C,-15,·,·,·,-4%,·,·,·,10,1
O=C(NCCS(=O)(=O)c1ccc(Br)cc1)c1ccccc1Cl,7,-2%,-7%,9,-5%,6%,29%,-1%,17,·
Cc1nc2c(-c3ccc(F)cc3)c(C)nn2c(C)c1CCC(=O)N1CCC(Cc2ccccc2)CC1,3,2%,1%,-9,-2%,11%,17%,-9%,-21,0
COc1ccccc1-n1cc(CN2CCN(CC=C(C)C)C(CCO)C2)cn1 (stereo not drawn),3,-1%,0%,-3,-4%,-5%,-15%,2%,14,-1
COc1cccc(N2C(=O)C3CC=C(Cl)CC3C2=O)c1 (stereo not drawn),-8,-2%,1%,2,5%,2%,1%,-10%,-9,2
O=C(Nc1ccc(C(=O)O)cc1)/C(=C\C=C\c1ccccc1)NC(=O)c1ccccc1Cl,12,6%,-5%,7,4%,3%,-14%,2%,?,·
CC(C)OC(=O)COc1ccc(-c2ccccc2)cc1,-19,?,-5%,-2,0%,·,-1%,-3%,-1,3
Cc1cc(C)c(S(=O)(=O)NC2CC2)c(C)c1,25,4%,-2%,-13,·,-12%,3%,-3%,33[activator],-6
O=C(c1ccco1)N1CCN(Cc2cc(=O)c(OCc3ccccc3F)co2)CC1,-1,-1%,·,-8,2%,1%,·,-9%,11,·
CC1(C)CC(N(Cc2ccco2)C(=O)Cc2ccccc2)CCO1 (stereo not drawn),-15,4%,-3%,-7,-1%,12%,1%,0%,-21,1
CCCC(C(=O)O)N1C(=O)/C(=C2\C(=O)N(C)c3ccccc32)SC1=S (stereo not drawn),-1,1%,1%,-7,3%,-5%,5%,14%,14,-1
O=[N+]([O-])c1c(NCCCO)cc(Sc2ccc(Cl)cc2)c2nonc12,6,?,-2%,-36,-5%[46.1 µM],4%,-3%,0%,0,-28
N/C(=N/O)c1ccccc1N1CCC(Cc2ccccc2)CC1,-18,-2%,1%,-4,-2%,2%,-1%,-2%,12,3
CCC(CC)=NNc1cccc([N+](=O)[O-])c1,-1,?,0%,11,4%[46.1 µM],-5%,10%,-2%,-12,1
CCOC(=O)c1[nH]cnc1C(=O)Nc1cccc(Cl)c1,34,0%,-2%,-5,8%,-2%,9%,0%,-8,1

# Compounds above containing a furan ring, fused or not, in the order listed:
SMILES,hERG WT inh,Chronic BCR inh,GALK inhibitor,TSHR antagonist,TCR act,A-T KAP1 phos,MLL CXXC-DNA inh,Tb PFK block,Giardia kill,Coupling enz
O=C(c1ccco1)N1CCN(Cc2cc(=O)c(OCc3ccccc3F)co2)CC1,-1,-1%,·,-8,2%,1%,·,-9%,11,·
CC1(C)CC(N(Cc2ccco2)C(=O)Cc2ccccc2)CCO1 (stereo not drawn),-15,4%,-3%,-7,-1%,12%,1%,0%,-21,1

# Full records as entered above:
# Profile of O=C(NCCS(=O)(=O)c1ccc(Br)cc1)c1ccccc1Cl = hERG WT inh: 7; Chronic BCR inh: -2%; GALK inhibitor: -7%; TSHR antagonist: 9; TCR act: -5%; A-T KAP1 phos: 6%; MLL CXXC-DNA inh: 29%; Tb PFK block: -1%; Giardia kill: 17; Coupling enz: ·
# Profile of O=C(COC(=O)c1ccc[n+]([O-])c1)Nc1ccccc1OC(F)F = hERG WT inh: -3; Chronic BCR inh: 1%; GALK inhibitor: ·; TSHR antagonist: 0; TCR act: 2%[46.1 µM]; A-T KAP1 phos: 15%; MLL CXXC-DNA inh: ·; Tb PFK block: 1%; Giardia kill: -3; Coupling enz: ·

# The listing picks up with the three entries that preceded the break.
SMILES,hERG WT inh,Chronic BCR inh,GALK inhibitor,TSHR antagonist,TCR act,A-T KAP1 phos,MLL CXXC-DNA inh,Tb PFK block,Giardia kill,Coupling enz
N/C(=N/O)c1ccccc1N1CCC(Cc2ccccc2)CC1,-18,-2%,1%,-4,-2%,2%,-1%,-2%,12,3
CCC(CC)=NNc1cccc([N+](=O)[O-])c1,-1,?,0%,11,4%[46.1 µM],-5%,10%,-2%,-12,1
CCOC(=O)c1[nH]cnc1C(=O)Nc1cccc(Cl)c1,34,0%,-2%,-5,8%,-2%,9%,0%,-8,1
CC1(C)Cc2cccc(OCC(=O)N3CCN(S(=O)(=O)c4ccccc4F)CC3)c2O1,0,-4%,4%,·,-4%,-7%,11%,1%,28,0
Cc1cc(C)nc(NC(=O)/C=C/c2ccc(Cl)cc2Cl)c1,-13,2%,0%,2,-3%,9%,-7%,1%,-16,1
S=c1[nH]nc(-c2cc(-c3ccsc3)n[nH]2)n1-c1ccccc1,1,1%,-2%,-12,-5%,-6%,-2%,-14%,-15,9
COc1ccc(C(C(=O)NCc2ccccc2)N(Cc2ccc3c(c2)OCO3)C(=O)c2cnccn2)cc1 (stereo not drawn),-21,?,-3%,27,4%,2%,6%,-5%,2,-1
CC(C)(C)C(=O)Nc1ccc(C(=O)Nc2cccnc2)cc1,-1,8%,3%,6,-5%,·,23%,3%,-26,4
COc1cccc(CN(CC(=O)NC2CCCCC2)C(=O)c2csnn2)c1,-3,7%,7%,10,-1%,-8%,-8%,-8%,-10,1
O=C(NCCO)C(=O)Nc1cc2c3c(c1)CCN3C(=O)CC2,4,-8%,-1%,10,-1%,2%,-8%,-1%,-6,3
O=[N+]([O-])c1ccccc1-c1cc(-c2ccccc2O)n[nH]1,-1,?,0%,-5,-1%[46.1 µM],5%,17%,1%,6,3
COc1cccc(NC(=S)/C(=C(\[O-])c2cc(C)n(-c3ccccc3F)c2C)[n+]2ccc(N(C)C)cc2)c1,7,?,0%,8,5%,-6%,13%,-3%,-5,-4
CCCNC(=S)N1CCC(NC(=O)c2ccc(C)cc2)CC1,-3,1%,0%,-12,-7%,-3%,2%,-3%,10,-2
CC(C)Oc1ccc(/C(O)=C2/C(=O)C(=O)N(CCN3CCOCC3)C2c2ccccc2)cc1 (stereo not drawn),-12,8%,1%,6,-1%,-1%,23%,0%,-10,14
CCn1c(-c2ccc(N(C)C)cc2)nc2ccccc21,-3,7%,-4%,-14,4%,6%,-1%,1%,-29,·
CCOC(CNC(=O)Cn1nc(Cc2ccncc2)c2ccccc2c1=O)OCC,1,?,2%,1,-13%,-3%,4%,0%,-15,-2
Cc1nnc(SCC(=O)Nc2nccs2)n1C(C)C,-2,5%,2%,-12,-3%,8%,19%,1%,9,·
Cc1cc(NC(=O)Nc2ccc(Cl)cc2)n(-c2ccccc2)n1,-4,?,-1%,-10,-3%,-7%,-5%,-3%,-14,0
S=c1nn[nH]n1C12CC3CC(CC(C3)C1)C2,18,?,0%,-4,4%,2%,8%,3%,-9,8
CC1=CC(C)(C)N(C(=O)CSc2nccn2C)c2cc(C)ccc21,1,-1%,0%,-1,-2%,3%,0%,-3%,9,1
C[C@H](NC(=O)NCCc1ccccc1)C(=O)O,1,1%,3%,30,2%,18%,-5%,-9%,-12,0
O=C(COc1ncnc2ccccc12)Nc1ccc(Cl)c([N+](=O)[O-])c1,-4,-7%,-2%,-1,-6%[46.1 µM],3%,-5%,-20%,-27,-1
CCOC(=O)/C=c1\s/c(=C\c2sccc2C)c(=O)n1CC(=O)NCc1ccc(C)cc1,·,-1%,-2%,-5,·,-3%,2%,0%,·,-5
CC(C)OCCCN(CC(O)c1ccccc1)CC(O)c1ccccc1 (stereo not drawn),77,?,2%,6,-1%[46.1 µM],13%,-1%,0%,-5,4
